Source: PubChem (several laboratories)
Diaphorase act = activates diaphorase or chemically reduces, flagging diaphorase assay artifacts | Diaphorase/resazurin coupled assay, resorufin fluorescence, 16 min; stronger effect = higher value; 1 = vehicle wells, 0 = NADH-free wells | activation factor at 20 µM | 190,000 compounds, 0.005% hits | AID 1229;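 active = diaphorase activity raised at least twofold by the compound at 20 µM; inactive = activation factor below 2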
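Material: purified diaphorase enzyme from Clostridium kluyveri; Also added: 0.114 mM NADH and 0.1 mM resazurin, final amounts; Doses: single compound dose of 20 µM, 1% DMSO final; Times: 16 min enzyme reaction, ambient temperature; Detection: resorufin fluorescence, excitation 544 nm, emission 590 nm; Measure: increased resorufin signal from activators or reducing compounds.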
G6PDH CS = counter-screen for G6PDH assay hits: L. mesenteroides G6PDH inhibition; Purified L. mesenteroides G6PDH, diaphorase/resazurin coupled fluorescence, 45 min; inhibition, % at 5 µM; 200,000 compounds, 0.12% hits; in the data active = inhibition above about 50%
PPARg SRC2 recr = agonists of SRC-2 recruitment by human PPARgamma; P37231; PPARgamma LBD-SRC-2 recruitment, biochemical; activation, % at 8 µM; 200,000 compounds, 0.34% hits; in the data active = activation above about 22%;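 note: 0% = vehicle and 100% = reference agonist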
ROMK primary = human ROMK K+ channel modulation, primary screen | P48048 | B-score at 10 µM | Tet-inducible ROMK, thallium flux fluorescence; actives lie on both sides | 130,000 compounds, 2% hits | AID 1918;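 active = signal ratio slope over the read window, or its plate-corrected B-score, at least 3 SD from the plate mean, either direction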;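 note: B-score of the F/F0 ratio slope over 7 to 12 s after thallium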
Target sequence (P48048 whole entry, looked up): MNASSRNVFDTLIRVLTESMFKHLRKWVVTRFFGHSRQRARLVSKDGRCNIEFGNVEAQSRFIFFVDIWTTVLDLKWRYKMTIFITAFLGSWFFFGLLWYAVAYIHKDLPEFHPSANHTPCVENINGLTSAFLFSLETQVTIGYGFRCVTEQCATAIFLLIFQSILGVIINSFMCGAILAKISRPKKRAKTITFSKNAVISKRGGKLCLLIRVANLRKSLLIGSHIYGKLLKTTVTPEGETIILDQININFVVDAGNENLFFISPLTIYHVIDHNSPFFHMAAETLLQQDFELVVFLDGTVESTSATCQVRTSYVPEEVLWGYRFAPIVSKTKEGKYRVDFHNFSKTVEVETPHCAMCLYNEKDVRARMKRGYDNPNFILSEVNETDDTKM
PMI activator = increases human mannose-6-phosphate isomerase activity; P34949; purified human PMI, coupled resazurin fluorescence, 20 min; stronger effect = higher value; 1 = vehicle control, 0 substrate-free wells; activation factor at 20 µM; 190,000 compounds, 0.005% hits; AID 1214;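 active = activation factor of 2 or more at 20 µM, relative to plate controls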
S1P3 antagonist = S1P3 (human) receptor antagonism; inhibition, % at 4.98 µM; Q99500; 170,000 compounds, 0.27% hits; CHO S1P3 NFAT-BLA reporter, FRET fluorescence, antagonist mode;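 active = inhibition above the plate cutoff, the mean inhibition of test wells on that plate plus 3 SD, cut at about 28% in these data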;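 note: cells challenged with S1P at its EC80 of 0.8 µM; blue over green emission ratio from cleaved BLA substrate after 4 h stimulation; 0% = S1P-stimulated wells and 100% = unstimulated DMSO-only wells; some compounds past the cut are filed as inactive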
Target sequence (Q99500 whole entry, looked up): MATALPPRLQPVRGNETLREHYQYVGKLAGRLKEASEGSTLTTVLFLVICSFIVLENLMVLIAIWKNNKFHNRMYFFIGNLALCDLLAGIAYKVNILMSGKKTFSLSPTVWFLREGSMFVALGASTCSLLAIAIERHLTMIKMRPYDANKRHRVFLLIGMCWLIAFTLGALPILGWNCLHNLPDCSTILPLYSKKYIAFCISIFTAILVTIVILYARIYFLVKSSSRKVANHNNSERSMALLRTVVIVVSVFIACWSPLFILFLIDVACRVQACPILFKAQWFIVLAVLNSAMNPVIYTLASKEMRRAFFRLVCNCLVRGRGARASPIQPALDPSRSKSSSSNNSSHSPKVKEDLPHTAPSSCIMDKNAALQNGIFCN
SRC2 TRFRET art = flags TR-FRET format artefacts in PPARgamma SRC-2 recruitment agonist screen | TR-FRET artefact counter-screen; stronger effect = higher value | TR-FRET ratio at 8 µM | 200,000 compounds, 0.4% hits | AID 1049; in the data active = TR-FRET ratio above about 2000; note: inactives centre near 1500
PPARg SRC1 recr = PPARgamma-driven SRC-1 recruitment agonism; 200,000 compounds, 0.41% hits; AID 631; activation, % at 8 µM; PPARgamma-SRC-1 coactivator recruitment biochemical assay; P37231; in the data active = activation above about 19%;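 note: 0% = DMSO and 100% = reference agonist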
PMI act satM6P = increases human PMI activity with near-saturating mannose 6-phosphate. coupled PMI enzyme assay, resazurin fluorescence, 20 min; stronger effect = higher value; 1 = untreated enzyme, 0 = substrate-free blank. activation factor at 20 µM. 190,000 compounds, 0.34% hits;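 active = activation factor of 2 or more at 20 µM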
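Test system: human phosphomannose isomerase with PGI, G6PDH, diaphorase coupling enzymes; Amount: PMI at 15 ng/mL final; Reagent: Mannose-6-phosphate 1.0 mM (near-saturating) plus 0.22 mM NADP+; Timing: 20 min, room temperature; Technique: resorufin fluorescence at Ex 544/Em 590 nm; Dosing: 20 µM single dose.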
Diaph inh CS = diaphorase inhibition or chemical oxidation counter-screen; diaphorase resazurin-to-resorufin fluorescence, NADH, 16 min; bacterial (C. kluyveri) enzyme, not human; inhibition, % at 20 µM; 190,000 compounds, 0.69% hits;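 active = primary screen inhibition at 20 µM above a set limit, cut at about 50% in these data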;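 note: plate controls were DMSO with full reaction for no effect and wells lacking NADH for full effect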
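Test system: bacterial diaphorase enzyme (C. kluyveri); Quantity: 0.14 U/mL diaphorase, enzyme working solution; Times: reaction incubation of 16 min at room temperature; Measured by: fluorescence of resorufin formed from resazurin, Ex 544/Em 590 nm; Benchmarks: positive control minus NADH, DMSO neutral control.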
PPARg SRC-3 ag = PPARgamma-driven SRC-3 recruitment agonism; P37231; activation, % at 8 µM; 200,000 compounds, 0.26% hits; biochemical PPARgamma/SRC-3 coactivator recruitment assay; in the data active = activation above about 23%;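 note: 0% = DMSO and 100% = reference agonist; some compounds past the cut are filed as inactive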
* = called active by the depositor; / = not tested or not shown.

Short forms – A = Diaphorase act; B = G6PDH CS; C = PPARg SRC2 recr; D = ROMK primary; E = PMI activator; F = S1P3 antagonist; G = SRC2 TRFRET art; H = PPARg SRC1 recr; I = PMI act satM6P; J = Diaph inh CS; K = PPARg SRC-3 ag
mol: Cc1[nH]n(-c2ccccc2)c(=O)c1/C=N/N(C)c1ccccc1
  A: 0.8	B: 16	C: -2	D: /	E: 1.1	F: -10	G: 1439	H: -4	I: 0.9	J: 16	K: 3
mol: C#CCOc1ccc(Cl)cc1/C=N/O
  A: 1	B: 9	C: 4	D: 0.72	E: 1.1	F: 7	G: 1645	H: -3	I: 1.1	J: -4	K: 4
mol: O=C(NCCN1C(=O)C2C3C=CC(C3)C2C1=O)Nc1cccnc1 (centres undefined)
  A: 0.8	B: -3	C: 12	D: /	E: 1	F: -44	G: 1692	H: 10	I: 0.9	J: 21	K: 0
mol: CC(C)/C=N/NC(=O)c1ccc(Cl)cc1
  A: 0.9	B: -1	C: 5	D: -0.15	E: 1	F: -13	G: 1654	H: 4	I: 1	J: 8	K: 4
mol: Cc1ccc(NC(=O)c2ccccc2NC(=O)Cc2ccccc2)cc1
  A: 1	B: 7	C: 3	D: 0.051	E: 1	F: 1	G: 1500	H: 12	I: 1	J: 2	K: 5
mol: c1ccc2c(-c3ccncc3)c[nH]c2c1
  A: 0.9	B: 5	C: 13	D: 4*	E: 1	F: -15	G: 1512	H: 7	I: 1	J: 12	K: 7
mol: COc1cccc(CNc2nc(SC)ncc2CO)c1
  A: 0.9	B: 4	C: -9	D: -0.16	E: 1	F: -9	G: 1359	H: -2	I: 1	J: 8	K: -1
mol: COc1cccc(-n2c(SCc3c(C)noc3C)nnc2-c2cccc(S(=O)(=O)N(C)C)c2)c1
  A: 0.8	B: -4	C: -2	D: /	E: 1	F: -15	G: 1476	H: -7	I: 1	J: 16	K: 11
mol: CCN(Cc1nc2ccccc2c(=O)[nH]1)Cc1nc2ccsc2c(=O)[nH]1
  A: 0.9	B: 20	C: -6	D: -0.15	E: 1	F: -5	G: 1467	H: 1	I: 0.8	J: 12	K: -1
mol: CCCNC(=O)/C=C/c1ccc(C(C)C)cc1
  A: 0.9	B: 2	C: 0	D: /	E: 1	F: 8	G: 1478	H: -3	I: 1	J: 12	K: 4
mol: Cc1ccc(S(=O)(=O)N(CC(=O)NCc2ccco2)Cc2ccc(F)cc2)cc1
  A: 0.9	B: 10	C: 0	D: /	E: 1	F: /	G: 1658	H: -7	I: 1	J: 14	K: -17
mol: CC(C)CC(=O)N/C(N)=N/c1nc2ccccc2s1
  A: 0.9	B: 13	C: 12	D: -0.18	E: 1	F: /	G: 1536	H: 6	I: 0.9	J: 14	K: 2
mol: CCCOC(=O)c1cc2ccccc2oc1=O
  A: 0.9	B: -4	C: 17	D: 0.027	E: 1.1	F: 0	G: 1635	H: 9	I: 1.1	J: 12	K: 8
mol: c1ccc(-c2n[nH]c(-c3ccccn3)n2)nc1
  A: 0.9	B: 1	C: -10	D: -0.029	E: 0.7	F: -1	G: 1462	H: 4	I: 0.7	J: 10	K: -14
mol: Cc1ccc(N(CC(=O)NCc2ccc(F)cc2)C(=O)c2csnn2)cc1C
  A: 1.1	B: 6	C: 2	D: 0.034	E: 1	F: -4	G: 1786	H: 5	I: 1	J: -6	K: -1
mol: COc1cc(/C=C2/CCc3ccccc3C2=O)cc(OC)c1OC
  A: 0.8	B: -2	C: -3	D: /	E: 0.7	F: -3	G: 1674	H: -5	I: 0.8	J: 16	K: 2
mol: CC(C)(C)CC(C)(C)NC(=S)N1CCN(Cc2ccc3c(c2)OCO3)CC1
  A: 1	B: 12	C: 4	D: 0.56	E: 1.1	F: 5	G: 1579	H: 0	I: 1.1	J: -2	K: -6
mol: COc1cc2c(cc1NC(=O)C(C)Sc1nc3ccccc3n1C)oc1ccccc12 (centres undefined)
  A: 0.7	B: -1	C: -2	D: /	E: 1	F: 10	G: 1478	H: -4	I: 1	J: 26	K: -4
mol: Cc1ccccc1-n1nnc2c(=O)oc3ccccc3c21
  A: 1	B: -6	C: -7	D: /	E: 0.9	F: 4	G: 1359	H: 0	I: 1	J: 5	K: -1
mol: CCCCCNCc1ccc(Cl)cc1
  A: 1	B: 11	C: 10	D: 0.29	E: 0.9	F: -3	G: 1762	H: 1	I: 0.9	J: 2	K: 0
mol: O=C(O)CSc1cc(C(F)(F)F)nc(-c2ccccn2)n1
  A: 0.9	B: 17	C: -5	D: /	E: 1	F: /	G: 1807	H: -2	I: 0.7	J: 12	K: 1
mol: CNC(=O)c1ccc(Oc2ccc(C(=O)NC)cc2)cc1
  A: 1	B: 16	C: 4	D: /	E: 0.9	F: -31	G: 1523	H: 6	I: 1	J: 1	K: 1
mol: O=C(c1cc(-c2ccco2)nn1-c1cccc(Cl)c1)N1CCCCC1
  A: 0.7	B: -1	C: -2	D: /	E: 0.9	F: 10	G: 1560	H: -10	I: 1.1	J: 30	K: 5
mol: N#Cc1cc2c(nc1SCC(N)=O)CCCCC2
  A: 0.9	B: 3	C: 3	D: 0.042	E: 1	F: /	G: 1589	H: -3	I: 1	J: 8	K: -7
mol: COc1ccc(NS(=O)(=O)c2cccc(-c3n[nH]c(=S)n3Cc3ccccc3)c2)cc1
  A: 0.6	B: -5	C: 6	D: 0.032	E: 0.9	F: -5	G: 1792	H: 11	I: 0.9	J: 37	K: 5

Rewritten comma-delimited: 10 of the compounds above
SMILES,Diaphorase act,G6PDH CS,PPARg SRC2 recr,ROMK primary,PMI activator,S1P3 antagonist,SRC2 TRFRET art,PPARg SRC1 recr,PMI act satM6P,Diaph inh CS,PPARg SRC-3 ag
CC(C)CC(=O)N/C(N)=N/c1nc2ccccc2s1,0.9,13,12,-0.18,1,/,1536,6,0.9,14,2
CCCOC(=O)c1cc2ccccc2oc1=O,0.9,-4,17,0.027,1.1,0,1635,9,1.1,12,8
c1ccc(-c2n[nH]c(-c3ccccn3)n2)nc1,0.9,1,-10,-0.029,0.7,-1,1462,4,0.7,10,-14
Cc1ccc(N(CC(=O)NCc2ccc(F)cc2)C(=O)c2csnn2)cc1C,1.1,6,2,0.034,1,-4,1786,5,1,-6,-1
COc1cc(/C=C2/CCc3ccccc3C2=O)cc(OC)c1OC,0.8,-2,-3,/,0.7,-3,1674,-5,0.8,16,2
CC(C)(C)CC(C)(C)NC(=S)N1CCN(Cc2ccc3c(c2)OCO3)CC1,1,12,4,0.56,1.1,5,1579,0,1.1,-2,-6
COc1cc2c(cc1NC(=O)C(C)Sc1nc3ccccc3n1C)oc1ccccc12 (centres undefined),0.7,-1,-2,/,1,10,1478,-4,1,26,-4
Cc1ccccc1-n1nnc2c(=O)oc3ccccc3c21,1,-6,-7,/,0.9,4,1359,0,1,5,-1
CCCCCNCc1ccc(Cl)cc1,1,11,10,0.29,0.9,-3,1762,1,0.9,2,0
O=C(O)CSc1cc(C(F)(F)F)nc(-c2ccccn2)n1,0.9,17,-5,/,1,/,1807,-2,0.7,12,1

The list goes on:
Short forms – A = Diaphorase act; B = G6PDH CS; C = PPARg SRC2 recr; D = ROMK primary; E = PMI activator; F = S1P3 antagonist; G = SRC2 TRFRET art; H = PPARg SRC1 recr; I = PMI act satM6P; J = Diaph inh CS; K = PPARg SRC-3 ag
mol: Cc1ccc(CNC(=O)CCS(=O)(=O)c2ccc(Br)s2)cc1
  A: 1	B: 15	C: 5	D: -0.7	E: 1	F: /	G: 1628	H: 1	I: 1.1	J: 3	K: 3
mol: COc1ccc(NC(=O)Cc2c(O)c3ccccc3[nH]c2=O)cc1
  A: 0.9	B: 4	C: 6	D: /	E: 0.9	F: /	G: 1792	H: 4	I: 0.8	J: 14	K: -1
mol: COc1ccc(NC(=O)COC(=O)c2ccc(S(=O)(=O)N(C)c3ccccc3OC)cc2)cc1OC
  A: 0.9	B: -2	C: 3	D: -0.6	E: 1	F: -8	G: 1668	H: 0	I: 0.9	J: 12	K: 4
mol: O=C(Cc1ccc(Cl)cc1)N/N=C/c1cccs1
  A: 0.8	B: 20	C: 12	D: 0.014	E: 0.9	F: 10	G: 1633	H: 3	I: 0.8	J: 21	K: 0
mol: COc1ccc(CCNC(=O)CC2C(=O)NCCN2CC(C)(C)C)cc1 (centres undefined)
  A: 0.9	B: 7	C: 5	D: 0.071	E: 1	F: -11	G: 1546	H: -1	I: 0.7	J: 8	K: -1
mol: O=C(Nc1cccnc1)C1(c2ccc(Cl)cc2)CCCC1
  A: 0.9	B: 2	C: -2	D: -0.13	E: 0.9	F: /	G: 1505	H: 0	I: 1	J: 12	K: -6
mol: CCCOc1ccc2c(=O)c(-c3cc(C(=O)OC)oc3C)c(C)oc2c1
  A: 0.9	B: 9	C: -7	D: /	E: 1.1	F: /	G: 1539	H: 0	I: 1.1	J: 9	K: -10
mol: COc1ccc(C(=O)/C(C#N)=N/Nc2ccccc2[N+](=O)[O-])cc1
  A: 1	B: 0	C: -4	D: 3.8*	E: 1.1	F: -8	G: 1599	H: -4	I: 1	J: -1	K: 0
mol: O=C(c1n[nH]c(=O)c2ccccc12)N1CCOCC1
  A: 0.9	B: 2	C: -8	D: 0.12	E: 1	F: 13	G: 1441	H: 1	I: 1.1	J: 6	K: 6
mol: OCCN(CCO)c1nc(-c2ccccc2)nc2c1oc1ccccc12
  A: 0.8	B: 3	C: -5	D: 0.049	E: 1	F: 5	G: 1335	H: 0	I: 1	J: 18	K: 2
mol: CCN(CCCNC(=O)CCCN1C(=O)COc2ccc(C)cc21)c1cccc(C)c1
  A: 0.7	B: 4	C: 0	D: -2.8	E: 0.8	F: -1	G: 1743	H: 9	I: 0.7	J: 32	K: -7
mol: S=c1nc(-c2csc3c2CCCC3)[nH][nH]1
  A: 0.7	B: 27	C: 13	D: -0.51	E: 0.8	F: -5	G: 1814	H: 4	I: 0.8	J: 26	K: 9
mol: CN(C)S(=O)(=O)c1ccc(N2CCCC2)c(C(=O)Nc2ccccc2N2CCOCC2)c1
  A: 0.9	B: 16	C: /	D: /	E: 1	F: 11	G: /	H: /	I: 1.1	J: 9	K: /
mol: O=S(=O)(Cc1ccccc1)Nc1ccc(Br)cn1
  A: 0.9	B: 12	C: 10	D: 0.76	E: 1	F: -36	G: 1567	H: 9	I: 1	J: 10	K: 6
